EWS-Fli block: EWS/Fli transcriptional activity inhibition. A673 NR0B1-luciferase reporter, viability-normalised. 0.67% of 350,000 active. inhibition, % at 12.6 µM;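 active = mean inhibition of at least 50% after viability correction, with every replicate also passing that limit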;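 also: firefly luciferase signal divided by Alamar Blue viability fluorescence both relative to DMSO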
FN deposition inh: fibronectin deposition inhibition; 0.086% of 350,000 active; inhibition, % at 12.6 µM; AH1F fibroblasts, Alexa488-fibronectin deposition fluorescence, overnight;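 active = mean inhibition across replicates of 30% or more, regardless of how many single replicates reach that level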;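 also: positive control wells lacked labelled fibronectin entirely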
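Test system: AH1F fibroblast monolayer depositing Alexa488-labelled fibronectin into matrix. Input: 10000 cells per well. Technique: fluorescence, ex 485 nm, em 525 nm. Buffer or medium: DMEM plus 2% serum, read in PBS. Timing: 1 h cell adhesion before compound, then overnight fibronectin incubation. Compound: single dose, pinned. Read-out basis: inhibition from reduced deposited-fibronectin fluorescence.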
PAX8 reporter: inhibitors of PAX8 transcriptional activity in RMG-I cells; RMG-I TPO-luciferase reporter, SteadyGlo, 24 h; inhibition, % at 12.6 µM; 1.2% of 360,000 active;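 active = mean replicate inhibition at least 60% with every replicate also reaching 60%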;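 also: luciferase light reporting Pax8 driven TPO promoter activity; plate controls were median of neutral control wells for no effect and mitoxantrone controls for full effect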
ERAP1 HTS inh: ERAP1 (human) enzyme inhibition; 0.15% of 340,000 active; inhibition, % at 10.7 µM; AID 652197; recombinant ERAP1, Leu-AMC fluorescence, 60 min; Q9NZ08;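 active = mean replicate inhibition of at least 30%, or all replicates individually reaching that 30% level; inactive = mean below 30% and not every replicate reaching it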;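 also: 0% = neutral control wells and 100% = L-leucinethiol positive control wells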
Target sequence (Q9NZ08 whole entry, looked up): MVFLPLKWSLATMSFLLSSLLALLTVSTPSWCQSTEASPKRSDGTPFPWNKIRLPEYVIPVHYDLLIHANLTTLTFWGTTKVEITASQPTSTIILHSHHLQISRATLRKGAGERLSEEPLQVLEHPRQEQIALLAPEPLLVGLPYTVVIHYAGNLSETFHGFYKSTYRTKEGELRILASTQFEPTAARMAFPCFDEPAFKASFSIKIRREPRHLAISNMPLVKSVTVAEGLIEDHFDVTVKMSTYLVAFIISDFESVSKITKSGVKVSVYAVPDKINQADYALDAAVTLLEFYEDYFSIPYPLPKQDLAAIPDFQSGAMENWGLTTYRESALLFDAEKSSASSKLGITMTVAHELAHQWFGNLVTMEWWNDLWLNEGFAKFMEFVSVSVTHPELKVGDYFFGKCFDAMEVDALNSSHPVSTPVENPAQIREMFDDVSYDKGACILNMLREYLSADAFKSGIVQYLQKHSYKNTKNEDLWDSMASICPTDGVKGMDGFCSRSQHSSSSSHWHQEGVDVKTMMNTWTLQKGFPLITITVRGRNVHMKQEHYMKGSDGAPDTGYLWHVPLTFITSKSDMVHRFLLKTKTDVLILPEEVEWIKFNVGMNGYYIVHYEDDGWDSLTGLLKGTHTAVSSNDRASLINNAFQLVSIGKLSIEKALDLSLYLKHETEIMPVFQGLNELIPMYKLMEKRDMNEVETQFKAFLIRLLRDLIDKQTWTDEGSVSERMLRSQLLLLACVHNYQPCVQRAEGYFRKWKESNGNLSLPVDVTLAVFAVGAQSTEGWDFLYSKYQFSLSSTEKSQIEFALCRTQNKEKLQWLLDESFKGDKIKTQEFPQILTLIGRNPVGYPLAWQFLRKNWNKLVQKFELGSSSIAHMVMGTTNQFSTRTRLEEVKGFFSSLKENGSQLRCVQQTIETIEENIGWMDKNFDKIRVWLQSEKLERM
PglD DTNB: inhibitors of Campylobacter jejuni PglD acetyltransferase; purified PglD enzyme, DTNB colorimetric CoA detection; inhibition, % at 12.5 µM; 0.098% of 360,000 active; in the data active = inhibition above about 16%, passing the limit was not always enough; also: strong numbers were not always called active
S100A4 inh HTS: inhibitors of human S100A4 binding to myosin IIA peptide. P26447. S100A4/TAMRA-MyoIIA peptide fluorescence polarization. inhibition, % at 10.7 µM. 0.14% of 360,000 active. AID 652163;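 active = mean inhibition of at least 70% across replicates, with every replicate also reaching that level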
Target sequence (P26447 whole entry, looked up): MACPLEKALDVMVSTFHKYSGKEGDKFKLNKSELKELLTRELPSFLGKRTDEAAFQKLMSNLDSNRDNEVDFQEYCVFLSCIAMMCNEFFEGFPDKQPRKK
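assay system = human S100A4 monomer with TAMRA-labelled myosin IIA peptide | also added = labelled myosin peptide probe, 5 nM | incubation = 5 min between mix addition and reading | control set = DMSO and TFP controls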
LGR2 inh: inhibitors of bursicon-induced Drosophila LGR2 receptor cAMP signaling. HEK293 LGR2, CRE-luciferase, bursicon-stimulated, 4 h. inhibition, % at 9.99 µM. 0.35% of 380,000 active;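 active = drop in luminescence signal, shown as inhibition above about 50% in the replicate tests, limit read from the data, passing the limit was not always enough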;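 also: agonist challenge used bursicon conditioned medium at about half maximal strength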
PGC1a acetyl inh: modulators of PGC1a acetylation. U2OS PGC1a acetylation, AlphaScreen anti-acetyl-lysine; with virally co-expressed GCN5 acetyltransferase. inhibition, % at 15.6 µM. 0.17% of 350,000 active. AID 651687;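 active = every replicate shows inhibition of at least 40%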;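 also: 0% = neutral control wells and 100% = positive control wells; some results beyond the cut were filed as inactive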
Numbers without * were called inactive; x = not tested or not shown.

SMILES | EWS-Fli block | FN deposition inh | PAX8 reporter | ERAP1 HTS inh | PglD DTNB | S100A4 inh HTS | LGR2 inh | PGC1a acetyl inh
COc1ccc(NC(=O)CN(C)C(=O)CN2C(=O)C3CCCCC3C2=O)cc1 (stereo unspecified) | -3.2 | 4.4 | -4.3 | -3.6 | -7.5 | -0.1 | -2.1 | 2.3
C[C@@H]1CN([C@H](C)CO)C(=O)c2cc(NS(=O)(=O)c3cccs3)ccc2O[C@@H](C)CCCCO[C@@H]1CN(C)CC1CC1 | 4.7 | x | -19.1 | x | 0.3 | x | 4.4 | 8.7
COc1ccc(/C=c2\sc3nc(-c4ccccc4OC)nn3c2=O)c(OC)c1 | x | 1.4 | 2.7 | x | -1.8 | x | x | -4.5
O=C1CC(C(=O)Nc2ccc(Cl)cc2)n2ncnc2N1 (stereo unspecified) | 5.3 | -4.3 | 0.3 | 4.4 | x | -0.2 | -21.3 | 3.9
O=C(Cc1cccc(C(F)(F)F)c1)OCN1C(=O)c2ccccc2C1=O | 0.8 | 0.4 | 0.0 | -3.8 | 1.7 | -2.7 | 6.6 | 3.3
COc1ccc(-c2csc(-n3ncc(C(=O)O)c3C(F)(F)F)n2)cc1 | -55.8 | 6.0 | -121.9 | -6.1 | -2.5 | -33.2 | -82.4 | 6.4
O=C1NN=C(c2ccc(Cl)cc2)CC1c1c[nH]c2ccccc12 (stereo unspecified) | 12.9 | -5.5 | 26.4 | -1.7 | x | -2.2 | -10.6 | -22.4
N#CCCN1CCN(S(=O)(=O)c2ccc(S(=O)(=O)NCC3CCCO3)cc2)CC1 (stereo unspecified) | -0.6 | 0.3 | -5.9 | -1.1 | -4.8 | 1.8 | 15.2 | -2.8
CCC/C=N/Nc1nnc(Cc2ccccc2)c(=O)[nH]1 | 35.3 | -5.1 | -1.5 | 0.1 | 2.3 | -4.6 | -5.5 | -12.1
Cc1ccc(OCC(=O)N2CCC(Cc3ccccc3)CC2)c([N+](=O)[O-])n1 | 4.0 | -6.3 | 11.5 | -0.2 | 13.1 | 0.9 | -14.3 | 4.9
CCCN1CCN(C(=O)c2ccc3[nH]c(C)c(C)c3c2)CC1 | -12.8 | 14.4 | -14.5 | 0.7 | -1.9 | -1.4 | -1.1 | x
O=C(CCCn1c(SCc2ccccc2F)nc2ccccc2c1=O)NCC1CCCO1 (stereo unspecified) | 6.8 | x | 5.7 | 4.5 | 0.4 | -2.1 | -2.6 | 0.9
CCN(CC)C(=O)Cn1cc(S(=O)(=O)CC(=O)N2CC(C)OC(C)C2)c2ccccc21 (stereo unspecified) | x | x | 0.5 | -3.7 | 0.1 | 2.9 | 0.9 | -2.7
COc1ccc(CCN2C(=NC(=O)CCC(=O)O)SC3CS(=O)(=O)CC32)cc1OC (stereo unspecified) | x | 2.5 | -6.8 | x | -0.8 | x | x | 4.7
C[C@@H]1CN([C@@H](C)CO)S(=O)(=O)c2ccc(/C=C/c3ccccc3)cc2O[C@@H]1CN(C)Cc1ccccc1 | 15.4 | x | 35.4 | 0.5 | 9.3 | -53.1 | 25.8 | -10.8
C[C@@H]1CCCCO[C@H](CN(C)C)[C@H](C)CN([C@H](C)CO)C(=O)c2cc(NS(=O)(=O)c3ccccc3)ccc2O1 | -0.1 | -16.5 | 6.9 | x | x | x | 9.6 | 3.4
O=C(COC(=O)CCN=C1NS(=O)(=O)c2ccccc21)NNC(=O)c1ccccc1 | -4.6 | 1.9 | -2.6 | 1.7 | 0.6 | 2.1 | -0.1 | x
CCCC(=O)Nc1ccc2c(c1)C(=O)N(C)C[C@H](OC)[C@@H](C)CN(C(=O)CC)[C@@H](C)CO2 | -4.1 | -1.8 | x | x | x | x | 4.9 | 2.6
CC(=O)c1c(C)[nH]c(C(=O)N2CC(C)CC(C)C2)c1C (stereo unspecified) | 2.6 | 6.4 | 6.9 | -0.8 | 1.5 | -4.2 | -1.5 | x
COc1ccc(OC)c(Nc2nc3nonc3nc2N2CCCC(C)C2)c1 (stereo unspecified) | 3.2 | 3.6 | 5.6 | -2.0 | x | 3.3 | 6.1 | x
O=c1oc(-c2ccccc2)c(-c2ccccc2)c2ccccc12 | -3.7 | 1.0 | -26.3 | -4.8 | -2.9 | 3.2 | -12.0 | -20.3
CCCCc1ccc(NC(=O)Nc2cnccn2)cc1 | 1.5 | -6.2 | -45.3 | 0.7 | -1.7 | -1.9 | -7.7 | x
CCOc1ccccc1NC(=O)c1ccc(OCC(=O)N2CCOCC2)c(OC)c1 | -7.2 | 8.7 | -3.9 | 0.6 | 1.2 | 12.1 | 5.1 | -22.2
COC(=O)C(C)NS(=O)(=O)c1ccc(NC(C)=O)cc1 (stereo unspecified) | 6.7 | x | x | -2.7 | -5.2 | 1.6 | -5.5 | 19.4
C[C@H]1CN([C@@H](C)CO)C(=O)c2cc(NC(=O)Nc3ccc(F)cc3)ccc2O[C@H]1CN(C)S(=O)(=O)c1cccs1 | -1.1 | x | x | 0.5 | -1.0 | -1.6 | -2.2 | 5.4
The results go on.
SMILES | EWS-Fli block | FN deposition inh | PAX8 reporter | ERAP1 HTS inh | PglD DTNB | S100A4 inh HTS | LGR2 inh | PGC1a acetyl inh
O=C(NC1CCN(C(=O)Nc2ccc(F)cc2)CC1)c1ccccc1F | -0.1 | -0.5 | 7.7 | -2.4 | 3.7 | -2.5 | 9.3 | 19.7
COc1cc(C)c(Cl)cc1S(=O)(=O)n1ccnc1C | 8.4 | x | x | -0.5 | -3.0 | -6.2 | 3.4 | -6.7
C[C@H](CO)N1C[C@H](C)[C@H](CN(C)C(=O)Nc2ccc(C(F)(F)F)cc2)Oc2ccc(NC(=O)CCN3CCOCC3)cc2CC1=O | 11.1 | -14.3 | x | 0.5 | 1.6 | -57.8 | -1.6 | 4.3
COc1ccc(OC)c(NC(=O)CS(=O)(=O)c2ccccc2)c1 | x | -1.8 | x | x | -2.9 | x | -21.0 | 15.2
C[C@H]1CN([C@@H](C)CO)C(=O)c2cc(NC(=O)C3CC3)ccc2O[C@@H]1CN(C)C | x | 10.9 | 2.5 | -0.7 | -5.8 | -7.5 | 5.0 | -1.3
O=c1[nH][nH]c(C(F)(F)F)c1C=NCc1cccs1 | 13.7 | -8.9 | 10.6 | -3.0 | 3.8 | -0.4 | 16.1 | x
CN(C)c1ccc(NS(=O)(=O)c2cc(Cl)ccc2Cl)cc1 | 5.7 | 8.4 | -23.5 | 6.2 | x | -0.2 | -93.6 | x
O=C(COC(=O)c1ccc(Cl)nc1)NCCc1ccc(Cl)cc1 | 2.3 | -1.7 | x | 3.5 | -4.2 | -3.7 | 4.1 | -25.3
COCCCN1C(=O)C(CC(=O)NCc2ccco2)CC(C(=O)N(C)C)=C1C (stereo unspecified) | -3.4 | -15.2 | 1.6 | -1.3 | -4.9 | 1.2 | -1.4 | 2.6
CN(C)C(=O)c1ccc(-c2ccc([C@@H]3[C@@H](CO)N4C(=O)CN(C(=O)CC5CC5)C[C@H]34)cc2)cc1 | -8.4 | -5.7 | -11.7 | -0.5 | x | -0.9 | 0.2 | -8.5
Cc1ccc(S(=O)(=O)N2CCN(CC(=O)N/N=C/c3ccc(Br)s3)CC2)cc1 | x | -8.7 | 13.1 | x | 2.5 | x | 0.7 | x
COCCCN1C(=O)c2ccccc2C1C(=O)NC1CCCCCC1 (stereo unspecified) | x | x | x | -1.1 | -13.1 | 0.1 | 26.0 | -10.7
NC(=S)Cc1nc2n(n1)Cc1ccccc1-2 | x | 2.4 | x | x | -5.7 | x | 1.6 | 6.1
COc1ccc(C=NOCC(=O)OCC(=O)Nc2ccc(OC)cc2)cc1 | -1.1 | -15.3 | -6.0 | -7.9 | -4.2 | 12.6 | -4.2 | 3.8
COc1ccc(CNC(=O)Cc2c[nH]c3ccccc23)cc1OC | 3.5 | 3.4 | 4.1 | -0.3 | -7.1 | -1.5 | 10.5 | 6.0
COc1ccc(CCN(C)C(=O)CN2C(=O)NC3(CCCc4ccccc43)C2=O)cc1OC (stereo unspecified) | -0.3 | 4.2 | -9.4 | 0.5 | 2.2 | -1.7 | 4.1 | -69.5
Cc1oc2ccc(OC(=O)COc3c(F)c(F)c(F)c(F)c3F)cc2c1C(=O)OC(C)C | -11.4 | x | -20.5 | 2.8 | x | 5.7 | -20.8 | x
O=C(C1CC1)N1[C@H](CO)[C@@H](c2ccccc2)C12CN(CCC(F)(F)F)C2 | -9.3 | -3.6 | x | 0.2 | x | 2.8 | 0.7 | x
Cc1ccc(S(=O)(=O)Nc2cccc3c2O[C@@H](CN(C)C)[C@@H](C)CN([C@@H](C)CO)C3=O)cc1 | 5.6 | -5.6 | -17.9 | -0.3 | 1.9 | 2.1 | 1.1 | 6.3
COc1ccccc1NC(=O)N(C)C[C@@H]1Oc2cc(Br)ccc2S(=O)(=O)N([C@H](C)CO)C[C@H]1C | -1.4 | -2.6 | -17.3 | -1.0 | 0.2 | 32.6 | -1.1 | -19.3
COc1ccc(OCc2cc(=O)c3ccc4c(c3o2)C=CC(C)(C)O4)cc1OC | 0.8 | 11.6 | 6.4 | x | 0.4 | 1.0 | 10.6 | x
Cc1cc(C(=O)Nc2nnc(C3CC3)s2)c(C)s1 | -92.0 | 1.4 | -197.0 | -0.8 | 1.4 | -0.3 | -37.9 | x
O=C(Nc1cccc(C(=O)O)c1)/C(=C/c1ccccc1)NC(=O)c1cccc(Br)c1 | 4.3 | -6.3 | -10.8 | x | -3.1 | 1.0 | 5.2 | x
CN(N=Nc1nc[nH]c1C(=O)NN)C1CCCCC1 | -6.3 | -1.1 | -12.7 | -1.0 | x | 1.7 | 7.4 | x
CCOC(=O)C1=C(CC)Nc2ccccc2N=C1NC(=O)c1ccc(S(=O)(=O)N(C)C)cc1 | x | -10.4 | -29.2 | x | 4.2 | x | x | 7.4
COc1ccc(N2CCN(C(=O)COC(=O)c3ccc(C)o3)CC2)cc1 | 0.2 | 1.5 | 0.0 | 3.5 | x | 7.5 | -6.7 | x
CCN(CCN(C)C)C(=O)Cn1ncc2c1-c1cc(C)ccc1OC2 | -5.5 | 6.5 | 0.8 | -3.5 | 1.2 | 44.6 | 1.1 | 6.8
C=CC[C@@H](Cc1ccc(F)cc1)C(=O)OC[C@@H]1CCCN1C(=O)[C@@H](CC=C)CC(=O)N[C@H](CO)Cc1ccccc1 | 0.7 | -7.8 | 30.9 | 1.8 | -1.0 | 1.5 | 8.6 | x
CC1(C(=O)NS(=O)(=O)C2CC2)CCCN(C(=O)c2cccc(Cl)c2)C1 (stereo unspecified) | -13.5 | -13.1 | -32.9 | -0.4 | -0.4 | 3.5 | 7.9 | -1.5
NS(=O)(=O)c1ccc(-c2c(-c3ccccc3)sc3ccccc23)cc1 | -9.0 | 11.2 | -0.8 | x | 6.5 | -6.5 | -14.7 | x

Three consecutive compounds already listed:
SMILES | EWS-Fli block | FN deposition inh | PAX8 reporter | ERAP1 HTS inh | PglD DTNB | S100A4 inh HTS | LGR2 inh | PGC1a acetyl inh
O=C(NC1CCN(C(=O)Nc2ccc(F)cc2)CC1)c1ccccc1F | -0.1 | -0.5 | 7.7 | -2.4 | 3.7 | -2.5 | 9.3 | 19.7
COc1cc(C)c(Cl)cc1S(=O)(=O)n1ccnc1C | 8.4 | x | x | -0.5 | -3.0 | -6.2 | 3.4 | -6.7
C[C@H](CO)N1C[C@H](C)[C@H](CN(C)C(=O)Nc2ccc(C(F)(F)F)cc2)Oc2ccc(NC(=O)CCN3CCOCC3)cc2CC1=O | 11.1 | -14.3 | x | 0.5 | 1.6 | -57.8 | -1.6 | 4.3

Random excerpt: 2 records from the list
SMILES | EWS-Fli block | FN deposition inh | PAX8 reporter | ERAP1 HTS inh | PglD DTNB | S100A4 inh HTS | LGR2 inh | PGC1a acetyl inh
NC(=S)Cc1nc2n(n1)Cc1ccccc1-2 | x | 2.4 | x | x | -5.7 | x | 1.6 | 6.1
NS(=O)(=O)c1ccc(-c2c(-c3ccccc3)sc3ccccc23)cc1 | -9.0 | 11.2 | -0.8 | x | 6.5 | -6.5 | -14.7 | x
